Screening data as filed in PubChem BioAssay.
Tau fibril ThT – qHTS for Inhibitors of Tau Fibril Formation, Thioflavin T Binding. Microtubule-associated protein tau (Homo sapiens), P10636. recombinant tau K18 P301L, heparin-induced fibrillization, ThT fluorescence. Potency, µM (top dose mostly 57.4 µM), for the others: at the top dose activity, negative = inhibition, hits mostly inhibitors. 270,000 compounds, 2.1% hits. AID 1460, 2008; note: % is set by controls: 0 for no effect and ±100 for the full control effect; nearly all actives have a fitted effect of over 55% in size
Target sequence (P10636 561-689 P618L limits assumed): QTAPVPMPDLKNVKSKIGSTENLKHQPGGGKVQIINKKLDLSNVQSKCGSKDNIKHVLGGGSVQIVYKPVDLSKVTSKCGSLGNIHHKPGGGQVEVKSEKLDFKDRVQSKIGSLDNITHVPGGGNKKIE
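In this qHTS, human K18 P301L tau is incubated with compound and heparin for 6 hr at 37 C, and Thioflavin T fluorescence then reports fibril load.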
GAA glycogen – qHTS Assay for Inhibitors and Activators of Human alpha-Glucosidase Cleavage of Glycogen | Potency, µM (top dose mostly 76.4 µM), inactives show at the top dose activity change, negative = inhibition, most hits filed as inhibitors | AID 2100, 2009 | 300,000 compounds, 0.38% hits | Lysosomal alpha-glucosidase (Homo sapiens), P10253 | recombinant GAA, glycogen substrate, Amplex Red glucose oxidase fluorescence;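 note: 0% = full enzyme reaction and -100% = no-enzyme basal signal; the screen sought inhibitors and activators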
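Recombinant enzyme (4 nM final) with compounds titrated up to 77 uM and bovine liver glycogen (30 ug) in citrate pH 5.0, 0.01% Tween-20, 37 C 40 min. Released glucose detected by Amplex Red/glucose oxidase (Ex 573/Em 610); AC50 from Hill fits.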
Tau fibril FP – qHTS for Inhibitors of Tau Fibril Formation, Fluorescence Polarization; AID 1468, 2008; 280,000 compounds, 0.39% hits; Potency, µM (doses to about 57.7 µM), for the others: at the highest dose activity, negative = inhibition, actives largely listed as inhibitors; K18 P301L tau heparin fibrillization, Alexa594 FP, 6 h; note: % is set by controls: 0 for no effect and ±100 for the full control effect; nearly all actives have a fitted effect of over 55% in size
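FP of Alexa 594-tau after heparin (20 uM) induction. Substrate: human K18 P301L, 15 uM unlabeled, 0.24 uM labeled. Buffer 100 mM sodium acetate pH 7. 6 hr, 37 C.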
aGlu spleen mod – qHTS Assay for Inhibitors and Activators of Human alpha-Glucosidase From Spleen Homogenate; Lysosomal alpha-glucosidase (Homo sapiens), P10253; human spleen homogenate, 4-MU-alpha-glucoside fluorescence; Potency, µM (highest dose often 79.9 µM), for inactives: top-dose activity change, negative = inhibition, actives largely listed as inhibitors; 240,000 compounds, 0.006% hits; AID 2112, 2009;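 note: 0% = enzyme with vehicle and -100% = no enzyme basal signal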
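Human spleen homogenate (1 ug) with 4-methylumbelliferyl-alpha-D-glucopyranoside (1 mM final) in 50 mM citrate/phosphate pH 5.0, 0.01% Tween-20; 40 min at 37 C. Stopped at pH 10; 4-MU fluorescence Ex 365/Em 440 nm; AC50 by Hill fit.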
GAA inhib – qHTS Assay for Inhibitors of Human alpha-Glucosidase as a Potential Chaperone Treatment of Pompe Disease | Lysosomal alpha-glucosidase (Homo sapiens), P10253 | purified human GAA, 4-MU-alpha-glucoside fluorescence | Potency, µM (doses to about 76.9 µM), without a hit: at the top dose activity change, negative = inhibition, actives largely listed as inhibitors | 200,000 compounds, 0.005% hits;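 note: plate controls were uninhibited enzyme wells for no effect and no-enzyme background for full effect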
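Fluorescence at Ex 365/Em 440 nm from 4-methylumbelliferone reported enzyme activity after 20 min at room temperature. Reactions used 4 nM enzyme and 400 uM substrate at pH 5.0; curves fitted with the Hill equation.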
aGal spleen mod – qHTS Assay for Inhibitors and Activators of Human alpha-Galactosidase From Spleen Homogenate; Potency, µM (top dose mostly 80 µM), for the others: at the highest dose activity change, negative = inhibition, actives largely listed as inhibitors; human spleen homogenate, 4MU-alpha-Gal fluorescence, 40 min; 240,000 compounds, 0.008% hits;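 note: 0% = enzyme with vehicle and -100% = no enzyme basal signal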
Target sequence (P06280 32-429 limits assumed): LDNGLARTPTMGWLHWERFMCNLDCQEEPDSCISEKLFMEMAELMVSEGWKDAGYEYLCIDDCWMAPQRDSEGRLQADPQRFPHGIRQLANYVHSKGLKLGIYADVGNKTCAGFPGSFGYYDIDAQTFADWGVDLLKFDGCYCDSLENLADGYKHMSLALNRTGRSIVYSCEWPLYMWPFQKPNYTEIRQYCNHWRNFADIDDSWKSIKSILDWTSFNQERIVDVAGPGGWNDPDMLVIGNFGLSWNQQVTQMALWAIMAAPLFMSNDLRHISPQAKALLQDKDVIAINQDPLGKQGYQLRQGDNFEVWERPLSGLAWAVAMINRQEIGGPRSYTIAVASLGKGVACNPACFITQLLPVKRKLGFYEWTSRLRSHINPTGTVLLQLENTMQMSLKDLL
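qHTS titration in buffer at pH 5.0. Alpha-galactosidase activity in spleen homogenate was measured via 4-methylumbelliferone release from 1 mM fluorogenic substrate after 40 min at 37C and a pH 10 stop. AC50 came from Hill fits of control-normalized data.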
Tau fluor counter – Counterscreen qHTS for Inhibitors of Tau Fibril Formation, Fluorescence Polarization. tau K18 P301L Alexa594 fluorescence, heparin fibrillization. Potency, µM (series often up to 57.7 µM), without a hit: top-dose activity change, negative = decrease. 280,000 compounds, 0.93% hits; note: % is set by controls: 0 for no effect and ±100 for the full control effect; nearly all actives have a fitted effect of over 55% in size
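Human tau K18 P301L (15 uM unlabeled, 0.24 uM Alexa 594-labeled) in 100 mM sodium acetate pH 7 with 20 uM heparin, 6 hr at 37 C. ThT 30 uM added, 1 hr ambient; Alexa 594 FP and total fluorescence read at 555/632 nm.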
HTT ATP protect – qHTS Multiplex Assay to Identify Dual Action Probes in a Cell Model of Huntington: Cytoprotection (ATP). PC12 HTT-Q103 induced, cytoprotection, ATP luminescence, 40 h. Potency, µM (titrated, usually from 56.4 µM), inactives show cytoprotection (ATP increase), hits mostly activators. 230,000 compounds, 0.14% hits;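 note: % of control where 0% means no effect; nearly all actives have a fitted effect of over 45% in size; toxic huntingtin expression switched on by the ecdysone agonist tebufenozide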
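Stable PC12 Q103-GFP cells in serum-supplemented, phenol red-free DMEM; induction by tebufenozide at 100 nM final; compound dose series; cell viability quantified luminescently from ATP.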
An asterisk follows results filed as active; ? = inconclusive; . = no result given; [ ] = another dose, or the depositor's remark. Calls come from the whole dose curve; as a rule, active = well fitted curve in the direction sought with a large enough effect; inconclusive = small, poorly fitted or top-dose-only effect, or another doubt; inactive = no such curve, though single readings can be large; an effect the other way counts as inactive or inconclusive. Potency is the fitted concentration of half-maximal effect.

SMILES | Tau fibril ThT | GAA glycogen | Tau fibril FP | aGlu spleen mod | GAA inhib | aGal spleen mod | Tau fluor counter | HTT ATP protect
Cc1ccc(SCCNC(=O)CN(c2ccccc2)S(=O)(=O)N(C)C)cc1 | -7% | -13%[76.3 µM] | -1% | . | . | . | -25% | .
CC1CCN(C(=O)CSCC(=O)Nc2nc(-c3cccs3)cs2)CC1 | -11% | -3% | 5% | 1% | 1% | -4% | -16% | 13%[10 µM]
COc1ccc(CN(CCC(c2ccc(F)cc2)C2CCOC(C)(C)C2)C(=O)c2ccco2)cc1 (configuration not stated) | ? | -13% | 6% | 7% | ? | 0% | -13% | -6%[10 µM]
CCOc1ccccc1CNCc1ccc(C(=O)O)cc1 | -1% | -3% | 3% | -4% | 1% | 4% | 0% | -119%[inhibitor]
Nc1nc(Sc2ccc(C(F)(F)F)cn2)n[nH]1 | 1% | 11% | -1% | -4% | -11% | 11% | 5% | -2%[10 µM]
CCn1c(=O)cc(OCC(=O)Nc2cc(C)ccn2)c2ccccc21 | -3% | 3% | 15% | 2% | 1% | 5% | 0% | 43%[10 µM]
C=CCN1C(=O)c2ccccc2Sc2ccc(C(=O)N3CCN(C)CC3)cc21 | 2% | 3% | -6% | 2% | 9% | 3% | 4% | -7%
COc1nc(OC)nc(Oc2ccc(Cl)cc2[N+](=O)[O-])n1 | 6% | -5% | 1% | -20% | -3% | 6% | 1% | .
CC1CC(C)(C)NC(=S)N1CCC(=O)NCCc1ccc(Cl)cc1 (configuration not stated) | -4% | 6% | -7% | -2% | -28% | 0% | -7% | -34%[inhibitor]
C/C(=N/NS(=O)(=O)c1ccc(C)cc1)c1c(O)c2ccccc2oc1=O | . | -1% | . | 1% | . | 0% | . | 8%[10 µM]
COC(=O)c1c(C)oc(C)c1S(=O)(=O)N(C)C1CCCCC1 | -8% | 3% | 5% | -15% | ? | 6% | -6% | 23%[10 µM]
O=C(OCc1cccc([N+](=O)[O-])c1)c1cc(=O)[nH]c2ccccc12 | 7% | 20% | -7% | 0% | ? | -10% | 3% | -9%[10 µM]
CC(C)(C)C1CCc2onc(C(=O)Nc3sc4c(c3C#N)CCCC4)c2C1 (configuration not stated) | 32µM* | -11%[76.3 µM] | ? | . | . | . | -20% | .
Fc1ccc(NC(=S)NCc2cccs2)cc1 | 4% | 1% | -2% | -2% | 6% | 2% | 0% | 20%[10 µM]
COc1ccc(CC(=O)Nc2ccc(N3CCOCC3)cc2)cc1OC | ? | 6% | 1% | -2% | 3% | -7% | -21% | -13%[10 µM]
C1CSC2(N1)C1CC3CC(C1)CC2C3 (configuration not stated) | ? | -2% | ? | -6% | -1% | 9% | -5% | 1.6µM*
O=C1CC(c2ccccc2O)Oc2ccc(O)cc21 (configuration not stated) | -8% | . | -9% | 7% | . | 1% | -11% | 32%[1.9 µM]
CCOC(=O)c1cnn(-c2nc(-c3ccccc3)cs2)c1C(F)(F)F | ? | 2% | ? | -4% | ? | -5% | -25% | -21%
CC(C)(C)c1cc(C(c2cccnc2)N2CCN(CCO)CC2)cc(C(C)(C)C)c1O (configuration not stated) | 20µM* | -28% | ? | 3% | -9% | 10% | -22% | -66%[inhibitor][10 µM]
Cc1ccc2[nH]c(=O)c3cc(C(=O)NCc4cccc(Cl)c4)sc3c2c1 | -7% | -12%[76.3 µM] | ? | . | . | . | ? | .
Cn1c(C(=O)NCc2ccc(Cl)cc2)cc2c(=O)n(C)c3ccccc3c21 | -2% | -6%[76.3 µM] | -10% | . | . | . | -7% | .
COc1ccc(Cc2nnc(C(=O)NCCCN3CCN(c4ccccc4F)CC3)o2)cc1OC | -10% | -13%[76.3 µM] | -8% | . | . | . | ? | .
Cc1nn(-c2ccc(Cl)cc2)c(Cl)c1/C=C(\C#N)C(N)=O | ? | 10% | -4% | 0% | -10% | 2% | -8% | -14%[10 µM]
COc1ccc(S(=O)(=O)N2Cc3ccccc3CC2C(=O)Nc2nccs2)cc1OC (configuration not stated) | 8% | 3% | -2% | -2% | ? | 2% | -6% | -18%[10 µM]
O=C(NCCOc1ccc(Cl)cc1)C1CCCCC1 | -5% | -5% | -6% | 1% | 3% | -2% | -2% | 15%[10 µM]
COC(=O)NC1(C(F)(F)F)C(=O)Nc2c1c(=O)n(C)c(=O)n2C (configuration not stated) | -7% | 20% | -23% | -2% | 11% | -4% | -10% | 4%[10 µM]
O=C(NNC(=O)C1C2CCCCC21)c1coc(=O)c(Br)c1 (configuration not stated) | . | -14% | 7% | 0% | . | 5% | -14% | -11%[10 µM]
CCO[C@@H]1OC(C(=O)NC2CC2)=C[C@H](c2ccccc2)[C@H]1CCCO | ? | 1% | 8% | 1% | . | -2% | 4% | 2%[10 µM]
O=C(Nc1ccccc1Br)C1CCC(=O)N1Cc1ccccc1Cl (configuration not stated) | -5% | 3% | 2% | -2% | -2% | 0% | 0% | -9%[10 µM]
CCCSc1nc2c(cnn2-c2ccccc2)c(=O)n1N | -10% | -7% | -1% | -3% | . | 4% | -8% | 5%[10 µM]

Part of the list above in order of count of non-hydrogen atoms, high to low:
SMILES | Tau fibril ThT | GAA glycogen | Tau fibril FP | aGlu spleen mod | GAA inhib | aGal spleen mod | Tau fluor counter | HTT ATP protect
COc1ccc(Cc2nnc(C(=O)NCCCN3CCN(c4ccccc4F)CC3)o2)cc1OC | -10% | -13%[76.3 µM] | -8% | . | . | . | ? | .
COc1ccc(S(=O)(=O)N2Cc3ccccc3CC2C(=O)Nc2nccs2)cc1OC (configuration not stated) | 8% | 3% | -2% | -2% | ? | 2% | -6% | -18%[10 µM]
CCOC(=O)c1cnn(-c2nc(-c3ccccc3)cs2)c1C(F)(F)F | ? | 2% | ? | -4% | ? | -5% | -25% | -21%
O=C(Nc1ccccc1Br)C1CCC(=O)N1Cc1ccccc1Cl (configuration not stated) | -5% | 3% | 2% | -2% | -2% | 0% | 0% | -9%[10 µM]
CCCSc1nc2c(cnn2-c2ccccc2)c(=O)n1N | -10% | -7% | -1% | -3% | . | 4% | -8% | 5%[10 µM]

(more compounds)
SMILES | Tau fibril ThT | GAA glycogen | Tau fibril FP | aGlu spleen mod | GAA inhib | aGal spleen mod | Tau fluor counter | HTT ATP protect
O=C(CSc1ncc2c(n1)-c1ccccc1N(Cc1ccc(F)cc1)S2(=O)=O)c1ccc(Br)cc1 | 0% | 6%[76.3 µM] | -16% | . | . | . | -16% | .
O=C(NCC1CCOCC1)c1ccc(OC2CCN(Cc3ccccn3)CC2)cc1 | -3% | 20% | -2% | -1% | 12% | 1% | 4% | 22%[10 µM]
CO[C@@H]1COC(=O)[C@@H](CCSC)NC(=O)C/C=C\[C@@H](C)COC(=O)CCC[C@H]1C | -3%[11.5 µM] | . | -3%[11.6 µM] | -3%[17.4 µM] | . | 4%[17.5 µM] | 0%[11.6 µM] | -3%[10 µM]
Cc1ccccc1Nc1c(-c2c(F)cccc2Cl)nc2ccc(Br)cn12 | -6% | ? | -5% | . | . | . | -9% | .
O=C(O)c1ccc(-n2cccc2)cc1O | -5% | 0% | 2% | 4% | 14% | 4% | 0% | 3%
S=C(c1ccccc1)N1CCCc2ccccc21 | ? | 5% | -10% | -3% | 5% | -1% | -18% | 16%[10 µM]
C/C(CC(=O)NCc1ccco1)=N\NC(=O)Cc1ccccc1 | -3% | 10% | -1% | -4% | 1% | 4% | 3% | -2%
Oc1ccccc1C=NCCCCCCN=Cc1ccccc1O | -5% | 4% | -3% | 4% | . | -3% | -13% | 8%[10 µM]
O=C(N/N=C\c1cn(-c2ccccc2)nc1-c1ccccc1)c1ccc2c(c1)OCO2 | -13% | -4% | 11% | -3% | -2% | -3% | -16% | -40%[inhibitor]
CC(=O)N1CCN(CC(=O)Nc2c(Cl)cc(Cl)cc2Cl)CC1 | -9% | 1% | 0% | 0% | -1% | 7% | 0% | 16%
CC1(OC(=O)c2ccc(Cl)nc2)C(=O)Cc2cc(-c3ccsc3)ncc2C1=O (configuration not stated) | -11%[11.5 µM] | . | 3%[11.6 µM] | -1%[17.4 µM] | . | 4%[17.5 µM] | -13%[11.6 µM] | -9%[10 µM]
CC1(C)CNC(=O)c2sc(N3CCCCC3)nc2C1 | -3% | 3% | -2% | -4% | 3% | -8% | -1% | -22%
Cc1ncc(CO)c2cc(S(=O)(=O)c3ccc(F)cc3)c(=O)oc12 | -11% | 3% | ? | -21% | 7% | -10% | -2% | 3%
CCOC(=O)c1c(C)[nH]c(NC(=O)N2CCOCC2)c1C | -13% | ? | -2% | 4% | -4% | 5% | -7% | 2%
COc1cccc(/C=C2\Oc3cc(OC(=O)N4CCOCC4)ccc3C2=O)c1 | -16% | 7% | 8% | 3% | . | -6% | -17% | 16%[10 µM]
Cc1ccc(NC2CC(C)NC(=S)N2)cc1 (configuration not stated) | 8% | 1% | -5% | 1% | . | 0% | 10% | 2%[10 µM]
COc1ccc(NC(C)=O)cc1S(=O)(=O)Nc1ccc(C(=O)N2CCCC2)cc1 | . | 4% | 13% | 6% | . | 19% | -3% | -19%[10 µM]
COc1ccc(-c2noc(CNC(=O)c3ccco3)n2)cc1 | -1% | -5%[76.3 µM] | -2% | . | . | . | -7% | .
O=C(Nc1ccccc1-c1nc2ccccc2s1)c1ccc(F)cc1 | -11% | 13%[76.3 µM] | -4% | . | . | . | -14% | .
CN(C(=O)CC1C(=O)NCCN1Cc1ccoc1)C1CCOCC1 (configuration not stated) | 1% | 8% | -8% | 1% | . | -6% | 5% | 3%[10 µM]
CC(C)c1nc2ccccc2n1CCC(=O)O | -7% | 4% | 4% | 3% | 3% | 4% | -8% | 0%
COc1cccc(S(=O)(=O)Nc2ccc(C(=O)Nc3ccncc3)cc2)c1 | 11% | 6% | -4% | -21% | -2% | -3% | -11% | 4%[10 µM]
